Source: PubChem BioAssay (National Center for Advancing Translational Sciences (NCATS))
AT treatment – qHTS Assay for Identifying a Potential Treatment of Ataxia-Telangiectasia | […] A-T fibroblasts, KAP-1 phosphorylation AlphaLISA; neocarzinostatin DNA damage 30 min before lysis | Potency, µM (top dose mostly 57.5 µM), inactives show at the highest dose activation, actives largely listed as activators | 0.19% of 320,000 active | AID 485349, 2010; further: potency means the concentration at half of the fitted maximal effect; % of control where 0% means no effect; nearly all actives have a fitted effect of over 45% in size
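ATM-like activity read as KAP-1 phosphorylation via AlphaLISA donor/acceptor antibody pairs after lysis and 6 hr at 25C. Cells were ATM-null patient fibroblasts ([…], hTERT), dosed 60 min, then exposed to the DSB inducer NCS for 30 min.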
TSHR antag – Antagonists of the Thyroid Stimulating Hormone Receptor: HTS campaign; Thyrotropin receptor (Homo sapiens), P16473; TSHR-expressing cells, TSH-stimulated cAMP HTRF, 2 h; hits give low values; activity change, negative = inhibition, % at 11.5 µM; 0.2% of 330,000 active; AID 504810, 2011;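 active means activity change below a set negative limit, meaning inhibition stronger than a set level, cut at about -70% in these data; inconclusive means activity change between two set negative limits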; further: on the % scale 0 is the no-effect control and ±100 the full control effect
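Read-out is FRET at 665 nm (cryptate excitation 337 nm) from a cryptate-tagged anti-cAMP antibody, competed by cell cAMP against cAMP-d2. Compounds are tested on freshly harvested TSHR cells challenged with 4nM TSH (EC80) for 2 hours at 37 deg C.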
Eya2 inh – qHTS Assay for Inhibitors of the Phosphatase Activity of Eya2; recombinant Eya2, OMFP fluorescence dephosphorylation (OMFP is methylfluorescein phosphate); 0.006% of 330,000 active; Protein phosphatase EYA2 (Homo sapiens), O00167; AID 488837, 2010; Potency, µM (top dose mostly 76.9 µM), without a hit: at the top dose activity, negative = inhibition, hits mostly inhibitors; further: potency means the concentration at half of the fitted maximal effect; on the % scale 0 is the no-effect control and ±100 the full control effect
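Eya2 (0.2 uM) preincubated 10 min at ambient with compound, then OMFP substrate added at 50 uM; 10 min reaction in 50 mM HEPES pH 7.5, 50 mM NaCl, 5 uM MgCl2, 0.05% BSA, 1 mM DTT. Fluorescence read at Ex 485/Em 525 nm.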
Mito fusion yeast – qHTS Assay for Small Molecule Inhibitors of Mitochondrial Division or Activators of Mitochondrial Fusion; AID 485298, 2010; S. cerevisiae fusion-defective mutant growth rescue, CellTiterGlo 48 h; Potency, µM (series often up to 46.1 µM), inactives show top-dose growth rescue (activation), hits mostly activators; 0.23% of 320,000 active;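 further: potency means the concentration at half of the fitted maximal effect; % of control where 0% means no effect; nearly all actives have a fitted effect of over 45% in size; temperature-sensitive fusion mutants such as fzo1-1 at 37 °C on non-fermentable ethanol glycerol medium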
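Temperature-sensitive fusion-defective S. cerevisiae (e.g. fzo1-1, mgm1-5) were grown with compound in YPEG medium (3% ethanol, 3% glycerol) for 48 hours at 37C. Growth rescue was measured as viability by CellTiterGlo luminescence after 10 minutes at ambient.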
KCNH2 3.1 inh – qHTS for Inhibitors of KCHN2 3.1: Mutant qHTS | Potassium voltage-gated channel subfamily H member 2, brain isoform KCNH2 3.1 (human) | U2OS KCNH2 3.1, thallium flux FluxOr; hits give low values | activity change, % (tested at about 1.8 µM) | 0.95% of 340,000 active | AID 720553, 2013;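 active means maximum activity change below -70%; inconclusive means maximum activity change from -70% to -50%; inactive means maximum activity change above -50%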;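 further: thallium influx rate constant from kinetic fluorescence after stimulation buffer; on the % scale 0 is the no-effect control and ±100 the full control effect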
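Steps: virus added to U2OS suspension (4 h, RT, dark); medium with 10% FBS added, cells plated, 37 C overnight; FluxOr/Red40 loading buffer 45 min RT; stimulation buffer, 2 min kinetic read; rate constant normalized.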
ELG1 DNA repair – qHTS screen for small molecules that inhibit ELG1-dependent DNA repair in human embryonic kidney (HEK293T) cells expressing luciferase-tagged ELG1. 2.3% of 330,000 active. HEK293T ELG1-luciferase reporter, luminescence, 16 h; DNA damage induced by 5-fluorouridine. Potency, µM (highest dose often 46.1 µM), inactives show top-dose activity change, negative = inhibition, usual class: inhibitors. AID 504467, 2011; further: potency means the concentration at half of the fitted maximal effect; on the % scale 0 is the no-effect control and ±100 the full control effect; nearly all actives have a fitted effect of over 55% in size
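In this reporter screen, reduction of luminescence relative to DMSO vehicle indicated activity. Compounds and 5-fluorouridine were added together to 2,000 cells per well, incubated for 16 hr at 37 °C, then developed with ONE-Glo.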
TRPV1 agonist – HTS Assay for Compounds that Act as Agonists of the Vanilloid Receptor 1 | Transient receptor potential cation channel subfamily V member 1 (Homo sapiens), Q8NER1 | TRPV1-expressing cells, Fluo-8 calcium influx, agonist mode | activation, % at 8.33 µM | 0.19% of 320,000 active | AID 540275, 2011; in the data active means activation above about 80%; inconclusive means between about 30% and that limit; further: 0% is about no effect
Target sequence (Q8NER1 whole entry, looked up): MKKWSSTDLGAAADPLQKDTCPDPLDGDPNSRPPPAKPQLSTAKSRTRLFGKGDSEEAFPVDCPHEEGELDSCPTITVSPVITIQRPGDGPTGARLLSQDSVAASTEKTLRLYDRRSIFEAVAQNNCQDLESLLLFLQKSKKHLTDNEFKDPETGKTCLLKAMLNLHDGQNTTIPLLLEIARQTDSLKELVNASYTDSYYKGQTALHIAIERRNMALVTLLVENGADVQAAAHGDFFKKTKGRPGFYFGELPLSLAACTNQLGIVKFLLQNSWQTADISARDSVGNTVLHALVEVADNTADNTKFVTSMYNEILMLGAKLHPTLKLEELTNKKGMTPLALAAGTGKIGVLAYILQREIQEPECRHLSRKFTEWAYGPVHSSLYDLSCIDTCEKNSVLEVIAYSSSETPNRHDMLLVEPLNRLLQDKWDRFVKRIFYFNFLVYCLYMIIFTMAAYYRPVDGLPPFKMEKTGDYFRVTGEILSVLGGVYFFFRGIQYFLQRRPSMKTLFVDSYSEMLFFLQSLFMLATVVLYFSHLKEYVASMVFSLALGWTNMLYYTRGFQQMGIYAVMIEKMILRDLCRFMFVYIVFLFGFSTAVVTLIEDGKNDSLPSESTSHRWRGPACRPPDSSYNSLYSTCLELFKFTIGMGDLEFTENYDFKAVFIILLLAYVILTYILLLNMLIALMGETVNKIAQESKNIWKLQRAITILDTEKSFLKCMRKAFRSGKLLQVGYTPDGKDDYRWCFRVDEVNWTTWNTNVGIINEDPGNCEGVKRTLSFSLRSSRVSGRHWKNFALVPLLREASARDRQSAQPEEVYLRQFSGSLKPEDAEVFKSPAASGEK
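Cells expressing TRPV1 were dye-loaded with Fluo-8 and read kinetically: 10 s baseline, 3 min after compound (agonist portion), then 2 min after EC20 capsaicin (allosteric enhancer portion). Calcium-bound dye fluorescence at 480/520 nm.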
TCR activator – Activators of T cell receptors: qHTS campaign; primary human leukocytes, anti-CD3, IL-2 HTRF, 48 h; Potency, µM (top dose mostly 9.22 µM), for the others: at the top dose activation of IL-2 secretion, usual class: activators; 330,000 tested, under 10 active; further: % of control where 0% means no effect
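Primary human leukocytes receive a-CD3 beads and test compound and are incubated 48 hr. Secreted IL-2 is then assayed by HTRF, measuring 665nm acceptor emission after 320nm excitation of the europium donor.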
hERG WT inh – qHTS for Inhibitors of KCHN2 3.1: Wildtype qHTS; Voltage-gated inwardly rectifying potassium channel KCNH2 (Homo sapiens), Q12809; U2OS, BacMam KCNH2, thallium flux FluxOr; hits give low values; activity change, % at 1.84 µM; 0.37% of 340,000 active;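 active means maximum activity change below -70%; inconclusive means maximum activity change between -70% and -50%; inactive means maximum activity change above -50%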; further: on the % scale 0 is the no-effect control and ±100 the full control effect
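U2OS cells were transduced with wild-type KCNH2 virus (2.03 x 10^8 / mL) for 4 h at room temperature, then cultured overnight at 37 C. Thallium flux was read with FluxOr dye. Rate constants were normalized to DMSO controls.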
USP2a block – qHTS Assay for Inhibitors of Ubiquitin-specific Protease USP2a Using CHOP2 as the Reporter. Ubiquitin carboxyl-terminal hydrolase 2 (Homo sapiens), O75604. USP2 core, Ub-CHOP2 coupled fluorogenic reporter, 485/531. Potency, µM (highest dose often 38.3 µM), for the others: at the highest dose activity change, negative = inhibition, usual class: inhibitors. 0.01% of 330,000 active;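 further: potency means the concentration at half of the fitted maximal effect; plate controls were DMSO wells for no effect and full inhibition by NEM control for full effect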
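Cell-free coupled assay: 10nM USP2 core preincubated 30min RT with compound in Tris-HCl pH 8.0/CaCl2/CHAPS buffer, then 25nM Ub-CHOP2 and 25nM reporter substrate; fluorescence (Ex 485/Em 531) read after 60min RT, normalized to NEM inhibition, concentration-response curves fitted.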
* = called active by the depositor; ? = inconclusive; nt = no result given; [ ] = remark or other dose. Unless noted, the call rests on the fitted dose curve; in most records, active means well fitted curve in the direction sought with a large enough effect; inconclusive means small, poorly fitted or top-dose-only effect, or another doubt; inactive means no such curve, though single readings can be large; an effect the other way counts as inactive or inconclusive. Not all compounds are listed; rates above refer to the full screens.

item	mol	AT treatment	TSHR antag	Eya2 inh	Mito fusion yeast	KCNH2 3.1 inh	ELG1 DNA repair	TRPV1 agonist	TCR activator	hERG WT inh	USP2a block
1	COc1ccc(C(=O)NC(=S)NCCO)cc1Br	-8%	11	5%	1%	9	21%	0	-3%	-13	0%
2	O=C(CN1C(=O)c2cccc3cccc1c23)Nc1ccccc1	5%	-22	0%	1%	10	0%	-4	3%	-4	-1%
3	Cc1c(NC(C)c2ccccc2O)c(=O)n(-c2ccccc2)n1C (configuration not stated)	1%	7	2%	-1%	-9	9%	0	1%	0	3%
4	CCC(C)NS(=O)(=O)c1ccc(NS(C)(=O)=O)cc1 (configuration not stated)	2%	5	2%	-2%	-3	-5%	1	2%	0	1%
5	Cc1ccc(S(=O)(=O)N(Cc2cccc(F)c2)C(=O)N2CCN(C)CC2)cc1	6%	4	6%	-5%	19	21%	-3	-2%	10	-1%
6	COc1ccccc1Nc1cc(C)nc(Nc2ccccc2OC)n1	4%	-19	-13%	18%	8	?	28	-1%	-6	-1%
7	O=C(CN1CCSC1=O)Nc1ccc(N2CCOCC2)cc1	7%	11	17%	-5%	-30	?	-3	0%	-5	0%
8	CCn1c(C)cs/c1=N\C(=S)Nc1ccccc1C	-3%	-4	-4%	-1%	4	26%	1	6%[46.1 µM]	-4	2%
9	CCOC(=O)C(C)N1C(=O)S/C(=C/c2cc(C)n(-c3ccccn3)c2C)C1=O (configuration not stated)	0%	-14	-31%	4%	14	?	-2	-11%	-2	0%
10	C=C(C)CNC(=O)c1ccc2nc(Cc3ccc(OC)cc3)oc2c1	-1%	4	-3%	0%	6	?	4	nt	-3	0%

As entered above:
compound 9 in Eya2 inh → -31%
compound 3 in KCNH2 3.1 inh → -9
compound 2 in TRPV1 agonist → -4
compound 1 in TSHR antag → 11
compound 10 in KCNH2 3.1 inh → 6

Next section
item	mol	AT treatment	TSHR antag	Eya2 inh	Mito fusion yeast	KCNH2 3.1 inh	ELG1 DNA repair	TRPV1 agonist	TCR activator	hERG WT inh	USP2a block
11	COc1cccc(CNS(=O)(=O)c2ccc3c(c2)oc(=O)n3C)c1	-13%	14	-5%	2%	-1	2%	-7	-1%	4	-1%
12	Cc1cccc(C(=O)NCCc2ccccc2)c1	19%	0	-16%	0%	-4	?	?	-11%	3	7%
13	CC(=O)Oc1ccc(C(=O)Nc2cccc(C(=O)c3cccc(NC(=O)c4ccc(OC(C)=O)cc4)c3)c2)cc1	1%	-14	-11%	-4%	-23	23µM*	3	-1%[46.1 µM]	-3	-9%
14	Cc1cc(NC(=O)CSc2ccc3nnc(CCNC(=O)c4ccccc4)n3n2)no1	4%	-7	6%	-2%	6	4%	1	-3%	-7	0%
15	Cc1cc2nc(SCCOC(=O)Nc3cccc(Cl)c3)nc(C)c2cc1C	6%	-11	7%	27%	-1	-2%	-2	0%[46.1 µM]	-8	0%
16	O/N=C1\CCCc2oc3c(c21)CCCC3	-14%	14	-12%	14%	-2	4%	18	3%	-5	-2%
17	O=C(CCl)NNc1nc(-c2ccccc2)c2cc(Cl)ccc2n1	4%	5	4%	-7%	18	4%	-1	7%	3	1%
18	Cc1ccccc1SCC(=O)OCC(=O)N1CC(=O)Nc2ccccc21	2%	nt	-6%	nt	-2	0%	nt	-2%	7	5%
19	CCOC(=O)c1c2n(c3ccc(O)cc13)CCCCC2	7%	nt	-36%	0%	11	-17%	4	2%	-2	0%
20	CCCOc1ccc(-c2nc(-c3ccc([N+](=O)[O-])cc3)cs2)cc1	-1%	-7	-11%	14%	3	4%	2	-5%	6	0%

New compounds follow
item	mol	AT treatment	TSHR antag	Eya2 inh	Mito fusion yeast	KCNH2 3.1 inh	ELG1 DNA repair	TRPV1 agonist	TCR activator	hERG WT inh	USP2a block
21	O=c1c2ccccc2[nH]c(=S)n1C1CCCCC1	16%	-5	6%	-2%	32	?	20	7%	-8	0%
22	O=C(Cc1ccc(F)cc1)N1CCN=C1SCc1cccc([N+](=O)[O-])c1	5%	-8	-5%	4%	10	?	4	0%	-9	0%
23	Cc1ccc(N(C(=O)CNC(=O)c2ccco2)C(C(=O)NC2CCCCC2)c2ccncc2)cc1F (configuration not stated)	4%	-9	6%	2%	2	0%	-1	4%	-1	1%
24	CN(CCC1CCCCO1)C(=O)CCc1nnc(CCc2ccccc2)o1 (configuration not stated)	3%	23	-9%	0%	nt	?	0	0%	5	-1%
25	Cc1ccc(/C=N/n2nnnc2N)o1	5%	6	10%	-1%	-4	10%	-1	3%	-1	4%
26	COc1cccc(C(=O)Nc2cccc(-c3ccccc3)c2)c1	6%	-20	-25%	7%	5	6%	?	-3%	-1	-5%
27	Cc1cc(C)c[n+](-c2nc3ccccc3nc2[N-]S(=O)(=O)c2ccc(Cl)cc2)c1	2%	-9	5%	0%	7	-4%	5	-11%[46.1 µM]	-14	11%
28	CCOC(=O)Cn1cnc2c(nnn2-c2cccc(Cl)c2)c1=O	-3%	-5	-5%	2%	0	11%	-2	-16%	-12	-2%
29	COc1ccc(CC(NC(C)=O)C(=O)N2CCN(C(=O)Nc3cccc(Cl)c3)CC2)cc1OC (configuration not stated)	-1%	9	-1%	-3%	-1	8%	-2	2%[46.1 µM]	-4	0%
30	COc1cccc(-c2cc(C(F)(F)F)c3c(N)c(C#N)sc3n2)c1	5%	1	13%	0%	nt	-1%	3	nt	nt	-1%

Next part.
item	mol	AT treatment	TSHR antag	Eya2 inh	Mito fusion yeast	KCNH2 3.1 inh	ELG1 DNA repair	TRPV1 agonist	TCR activator	hERG WT inh	USP2a block
31	COc1ccc(N2C(=O)CC(c3ccccc3)CC2=O)cc1	7%	-1	2%	-6%	4	22%	0	-1%	-3	-1%
32	Cc1ccc(-c2csc(N3CCN(c4cc5c(cc4Cl)nc(C)n5CCN4CCCCC4)CC3)n2)cc1	-7%	20	-1%	1%	20	-2%	2	-1%	-17	-1%
33	O=C(Cn1nnc(-c2ccc3c(c2)OCO3)n1)NCc1ccccc1	3%	9	0%	-2%	11	12%	25	nt	-2	1%
34	Cc1ccnc(NC(=O)Nc2cccc(F)c2)c1	3%	-5	-6%	1%	-19	?	3	-1%	-9	0%
35	COc1ccc(C)cc1NC(=O)COC(=O)C1CC1	2%	-3	-3%	0%	-3	2%	1	-1%	-6	-1%
36	O=C(Nc1cccc(-c2cnc3ccccc3n2)c1)c1ccco1	11%	0	-4%	?	8	?	nt	1%	-3	-4%
37	O=C(Nc1ccc(N2CCOCC2)cc1)C1CCCN(S(=O)(=O)c2cccc(C(F)(F)F)c2)C1 (configuration not stated)	-5%	3	4%	0%	-1	-1%	5	-5%	7	0%
38	COCCn1c(SCC(=O)Nc2nnc(C)s2)nnc1-c1ccncc1	-10%	7	6%	-1%	nt	21%	-1	0%	13	0%
39	CC(=O)Nc1ccc(S(=O)(=O)NC(C)c2ccccc2)cc1 (configuration not stated)	14%	-10	6%	2%	9	-5%	0	nt	5	0%

4 of the entries above in order of their number in Eya2 inh, lowest first.
| no. | Compound | Eya2 inh |
| --- | --- | --- |
| 34 | Cc1ccnc(NC(=O)Nc2cccc(F)c2)c1 | -6% |
| 36 | O=C(Nc1cccc(-c2cnc3ccccc3n2)c1)c1ccco1 | -4% |
| 32 | Cc1ccc(-c2csc(N3CCN(c4cc5c(cc4Cl)nc(C)n5CCN4CCCCC4)CC3)n2)cc1 | -1% |
| 31 | COc1ccc(N2C(=O)CC(c3ccccc3)CC2=O)cc1 | 2% |

Compound profiles, from the list above.
CCOC(=O)Cn1cnc2c(nnn2-c2cccc(Cl)c2)c1=O across the screens: AT treatment = -3%; TSHR antag = -5; Eya2 inh = -5%; Mito fusion yeast = 2%; KCNH2 3.1 inh = 0; ELG1 DNA repair = 11%; TRPV1 agonist = -2; TCR activator = -16%; hERG WT inh = -12; USP2a block = -2%
Cc1c(NC(C)c2ccccc2O)c(=O)n(-c2ccccc2)n1C (configuration not stated) across the screens: AT treatment = 1%; TSHR antag = 7; Eya2 inh = 2%; Mito fusion yeast = -1%; KCNH2 3.1 inh = -9; ELG1 DNA repair = 9%; TRPV1 agonist = 0; TCR activator = 1%; hERG WT inh = 0; USP2a block = 3%
